Source: PubChem BioAssay (NCI)
All columns: NCI-60 one-dose screen, growth in % after 48 h at 10 µM unless noted; 100 = growth as untreated, 0 = no growth, -100 = all killed.
IGROV1 = IGROV1 ovarian cancer; hit rate 4.7% among 79,000; AID 1794786
COLO 205 = COLO 205 colon cancer | hit rate 7.3% among 79,000 | AID 1794742
NCI-H522 = NCI-H522 lung cancer; hit rate 8% among 78,000; AID 1794739
NCI-H322M = NCI-H322M lung cancer | hit rate 2.7% among 80,000
NCI-H226 = NCI-H226 lung cancer | hit rate 3.5% among 79,000
NCI-H460 = NCI-H460 lung cancer | hit rate 6.8% among 82,000
NCI-H23 = NCI-H23 lung cancer; hit rate 4% among 80,000
SK-OV-3 = SK-OV-3 ovarian cancer cells | hit rate 3.2% among 80,000 | AID 1794785
NCI/ADR-RES = NCI/ADR-RES ovarian cells. hit rate 4.4% among 81,000
Starred values were filed as active, the others as inactive; x = no result given; [ ] = another dose, or the depositor's remark. How the source made its calls: active means growth percent below 10; inactive means the rest. Rows are unselected; 11% or so of the library scored in one or more.

SMILES	IGROV1	COLO 205	NCI-H522	NCI-H322M	NCI-H226	NCI-H460	NCI-H23	SK-OV-3	NCI/ADR-RES
N=C(N)NCCC[C@H](NC(=O)[C@@H](CCCNC(=N)N)NC(=O)[C@H](CCCNC(=N)N)NC(=O)c1ccc(-c2ccc(NC(=O)CCNC(=O)[C@H](CCCNC(=N)N)NC(=O)[C@@H](CCCNC(=N)N)NC(=O)[C@H](CCCNC(=N)N)NC(=O)c3ccc(-c4ccc(NC(=O)CCNC(=O)[C@H](CCCNC(=N)N)NC(=O)[C@@H](CCCNC(=N)N)NC(=O)[C@H](CCCNC(=N)N)NC(=O)c5ccc(-c6ccc(NC(=O)CCN)cn6)nc5)cn4)nc3)cn2)nc1)C(=O)O	89	x	73	86	87	99	88	83	97
Cc1[nH]c(C2CC(c3cccs3)=NN2c2ccccc2)c(C)c1C(=O)O (centres undefined)	99	120	99	99	84	101	96	109	101
Brc1cnc2[nH]cc(-c3csc(-c4c[nH]c5ncccc45)n3)c2c1	56	x	83	43	86	53	85	55	101
COc1ccc(/C(C#N)=C2C=C/C(=N/O)c3ccccc3\2)cc1	22	-73*	x	48	36	3.5*	28	-6.2*	16
Cc1nc2sc3c(c2c(C)c1Br)NC(c1ccccc1O)NC3=O (centres undefined)	78	107	49	99	77	94	78	84	83
Cc1cccc2c1nc(-c1c(F)cc(C(=O)O)cc1F)n2Cc1c(F)cccc1F	103	103	89	113	108	109	101	93	103
COc1cc(-c2c(-c3ccccc3)c[nH]c2C(=O)O)cc(OC)c1OC	101	102	102	102	97	103	100	123	108
O=C(O)CCCCNC(=O)c1ccccc1	108	108	89	106	92	106	91	98	95
CCOC(=O)C(Nc1ccc(SC)cc1)c1ccccc1 (centres undefined)	104	118	86	x	100	106	x	105	103
O=C(COc1ccc(/C=C2\COc3ccccc3C2=O)cc1)Nc1nccs1	3.6*	127	56	104	99	102	79	127	86
NCCCCCCN	107	115	101	103	x	105	97	106	105
O=c1[nH]c2cc([N+](=O)[O-])ccc2c2cc(Br)ccc12	79	103	81	x	83	94	76	102	84
Clc1ccc(C2CC(c3ccc(Nc4ccnc5cc(Cl)ccc45)cc3)=NN2c2ccc(Cl)cc2)cc1 (centres undefined)	111	96	97	100	99	96	102	102	x
CC(=O)Oc1cc(OC(C)=O)cc(C(=O)Nc2ccc(C(C)C)cc2)c1	100	111	x	110	x	107	99	87	108
N#C/C(=C\c1ccccn1)c1nc2cc(Br)ccc2s1	55	106	88	91	77	98	81	70	97
CCOC(=O)c1ccc(N2NC(=O)/C(=C/c3ccc([N+](=O)[O-])o3)C2=O)cc1	x	129	61	100	120	111	108	117	111
Nc1nc(N)c2c(C(=O)Nc3ccc(N4CCN(CCO)CC4)cc3)coc2n1	104	111	75	102	103	110	97	102	99
C=C(C)[C@@H]1CC[C@]2(/C=C(/C#N)C(=O)ON)CC[C@]3(C)[C@H](CC[C@@H]4[C@@]5(C)CCC(=O)C(C)(C)[C@@H]5CC[C@]43C)[C@@H]12	109	94	81	101	88	80	91	101	87
NC(=O)c1ccc[n+](CC(=O)N2CCN(c3cc4c(cc3F)c(=O)c(C(=O)O)cn4C3CC3)CC2)c1	99	63	-73*	104	97	101	92	117	100
COc1cc2nc(Cl)nc(Nc3ccc(S(=O)(=O)Nc4nccs4)cc3)c2cc1OC	107	110	91	102	92	106	101	101	104
O=C1/C(=C/c2ccccc2[N+](=O)[O-])C(c2ccccc2)Oc2ccccc21 (centres undefined)	80	124	79	96	99	86	86	131	84
COc1ccc2[nH]c(=O)c(C3C4=C(CC(C)(C)CC4=O)Nc4nc(OC)[nH]c(=O)c43)cc2c1 (centres undefined)	101	104	77	98	97	108	103	104	100
CCC(C(CC(=O)c1ccccc1)c1ccccc1)[N+](=O)[O-] (centres undefined)	97	84	77	93	82	96	97	98	98
C=C1CC[C@H](C(=C)C)[C@H]2C=C(C)C(=O)C3=C(C(=O)[C@@](C)(O)C3)[C@H]12	-61*	-89*	-89*	-97*	-58*	-46*	-64*	-89*	-31*

Full records, looked up by structure. Screens in order: IGROV1	COLO 205	NCI-H522	NCI-H322M	NCI-H226	NCI-H460	NCI-H23	SK-OV-3	NCI/ADR-RES
`NC(=O)c1ccc[n+](CC(=O)N2CCN(c3cc4c(cc3F)c(=O)c(C(=O)O)cn4C3CC3)CC2)c1` as listed: 99	63	-73*	104	97	101	92	117	100
`N#C/C(=C\c1ccccn1)c1nc2cc(Br)ccc2s1` as listed: 55	106	88	91	77	98	81	70	97
`CCOC(=O)c1ccc(N2NC(=O)/C(=C/c3ccc([N+](=O)[O-])o3)C2=O)cc1` as listed: x	129	61	100	120	111	108	117	111
`C=C1CC[C@H](C(=C)C)[C@H]2C=C(C)C(=O)C3=C(C(=O)[C@@](C)(O)C3)[C@H]12` as listed: -61*	-89*	-89*	-97*	-58*	-46*	-64*	-89*	-31*
`Nc1nc(N)c2c(C(=O)Nc3ccc(N4CCN(CCO)CC4)cc3)coc2n1` as listed: 104	111	75	102	103	110	97	102	99

Additional entries follow.
SMILES	IGROV1	COLO 205	NCI-H522	NCI-H322M	NCI-H226	NCI-H460	NCI-H23	SK-OV-3	NCI/ADR-RES
COc1cc(O)c(C(C)=O)c(OC)c1	112	109	106	104	102	106	104	105	103
CSc1n(Cc2ccc3ccccc3c2)c(C)c[n+]1Cc1ccc2ccccc2c1	-56*	-54*	-27*	41	-37*	-0.3*	-51*	5.3*	78
CCc1nn2c(-c3ccc(Cl)cc3)c(-c3cc(OC)c(OC)c(OC)c3)nc2s1	96	100	89	97	83	100	104	105	84
COc1ccccc1N1CCN(C(=S)Nc2ccccc2)CC1	99	97	x	93	99	102	93	99	96
CCOC(=O)c1[nH]c(C)c(Br)c1C	107	105	95	104	93	104	99	112	99
O=c1cc(S(=O)(=O)Cc2ccccc2)[nH]c(=O)[nH]1	129	119	130	103	120	171	107	110	114
CC(C)(C)c1cc(C(C)(C)C)cc(S(=O)(=O)N2CCC[C@H]2C(=O)NCCN)c1	88	91	65	88	76	98	98	x	98
Cn1cc(/C=C2/C(=O)Nc3ccccc32)c2ccccc21	85	92	78	91	71	92	73	90	85
O=C1O[C@H](C(O)CO)C(O)=C1O (some centres undefined)	128	113	97	107	105	111	107	111	105
c1ccc(Nc2n[nH]c(-c3cccnc3)n2)cc1	89	105	87	103	90	110	101	95	105
CCOC(=O)Nc1ccccc1F	108	107	96	105	98	106	91	105	95
COc1ccc(-c2nn(-c3cccc(Cl)c3)cc2-c2nc(N)[nH]c(=O)c2C#N)cc1	61	107	50	x	67	92	43	90	66
CCCCC/C(C)=N\NC(N)=S	90	93	89	90	86	95	90	99	49
COc1cc(-c2nc3ccccc3o2)cc(CN2CCCCC2)c1O	82	113	66	x	79	32	22	118	80
COC(=O)C(Cc1c[nH]c2ccccc12)N1CC(=O)N2[C@@H](c3ccccc3)SC[C@H]2C1=O (some centres undefined)	101	122	104	99	112	106	102	121	101
CCCCN1c2nc3ccccc3cc2Sc2cc3ccccc3nc21	x	132	93	104	93	99	98	112	106
CCN(CC)CCSc1nc(-c2ccccc2)c(C#N)c(=O)[nH]1	117	95	104	122	116	118	69	91	58
C=CCOC(=O)CCCCCCCC1OC1CCCCCCCC (centres undefined)	105	106	91	100	109	105	107	103	104
NS(=O)(=O)c1cccc(N2C(=O)c3nccnc3C2=O)c1	107	104	89	96	102	105	97	105	103
C/C(=C\COc1c2c(cc3c1CCO3)OC1(C=C2)OC(CC/C(C)=C/COc2c3ccoc3cc3oc(=O)ccc23)C(C)(C)O1)CCC(O)C(C)(C)O (centres undefined)	23	113	x	75	67	73	77	110	69
Cc1ccc2nc(-c3ccc(N=NNc4ccc(-c5nc6ccc(C)c(S(=O)(=O)O)c6s5)cc4)cc3)sc2c1S(=O)(=O)O	108	96	97	110	97	101	96	100	104
COc1ccc(CCNC(=O)c2cc(-c3cc(Cl)cc(Cl)c3)oc2C)cc1	89	107	82	78	88	96	93	99	89
Nc1nc2c3cccnc3cc(-c3cccc(Cl)c3)c2c2ncccc12	68	83	38	95	90	35	73	89	55
CC[C@]12C=CCN3CC[C@@]4(c5cc([C@H]6CCC(=O)N6)c(OC)cc5N(C)[C@H]4[C@@](O)(C(=O)OC)[C@@H]1OC(C)=O)[C@@H]32	103[2.5 µM]	108[2.5 µM]	93[2.5 µM]	100[2.5 µM]	93[2.5 µM]	107[2.5 µM]	100[2.5 µM]	91[2.5 µM]	107[2.5 µM]
COC(=O)c1c(C)nc(C)c2c1C(=O)C=C(NCCN1CCOCC1)C2=O	82	96	95	88	103	86	88	111	98
Cc1ccc(S(=O)(=O)NCCCNc2nccc(-c3cn(C(C)(C)C)nc3-c3ccc(F)c(O)c3)n2)cc1	106	126	91	98	89	101	107	119	98
CCCCCN1C=C/C(=C\C(=O)N(C)c2ccc(OC(F)(F)F)cc2)c2ccccc21	93	104	78	100	95	101	87	91	105
CCCCN(CCCC)CCC(=O)c1ccc2cc(Br)c3ccccc3c2c1	x	104	80	x	57	x	94	106	96
CCN(CC)CCNc1cc(OC)cc2cccnc12	67	85	78	93	92	27	40	81	90
CC1(C)CC[C@]2(C(=O)O)CC[C@]3(C)C(=CCC4[C@@]5(C)C[C@@H](O)[C@@H]6OC(c7cccs7)OC[C@@]6(C)C5CC[C@]43C)C2C1 (some centres undefined)	99	20	72	80	93	81	91	102	77
CCCNC(=O)Oc1ccc(/C(=C(/C)Cc2ccc(OC)cc2)c2ccc(OCCN3CCOCC3)cc2)cc1	113	117	91	90	96	108	100	104	95
Cc1c(Cl)cccc1NC(=O)CN1CCCCC1	106	104	82	109	106	109	95	106	103
Cc1ccc(OCC2CO2)cc1 (centres undefined)	75	112	102	95	96	105	108	107	x
c1ccc(C(c2c[nH]c3ccccc23)N2CCCC2)cc1 (centres undefined)	102	115	93	96	100	102	102	107	103
O=CN/N=C/c1ccc2c(c1)CCC2	92	113	97	108	95	112	110	103	106
CC(C)(C)c1cc(-c2nc3ccc(N4CCN(S(C)(=O)=O)CC4)cc3[nH]2)cc(C(C)(C)C)c1O	96	101	78	100	92	91	96	80	93
Cn1c(=O)c2[nH]c(C(F)(F)C(F)(F)C(F)(F)F)nc2n(C)c1=O	103	96	74	103	88	102	101	86	100
COc1cccc2c1S(=O)(=O)c1c(NCCN)nc3ccccc3c1C2=O	56	87	76	81	x	44	72	94	91
CSC1=CC(=O)c2ccccc2C1=O	-76*	101	18	107	89	96	x	x	74
O=C1/C(=C/c2ccc(O)cc2)COc2ccc(-c3ccccc3)cc21	52	91	84	94	102	66	96	107	78
O=C(Nc1nc2ccc([N+](=O)[O-])cc2s1)Nc1ccccc1Br	47	55	27	28	38	27	9.9*	64	52
C#CCOCC1CN(C)C(=O)O1 (centres undefined)	108	123	100	114	103	103	111	133	109
CCN(CC)c1ccc(/C=N/NC(=O)c2ccc(S(C)(=O)=O)cc2)c(O)c1	21	8.6*	9.9*	25	23	3.3*	33	39	18
Cc1[nH]n(-c2cccc(Cl)c2)c(=O)c1/C=C1\C=c2ccccc2=CC1=O	34	-84*	-11*	84	1.0*	79	-2.0*	15	75
CC(C)Cn1cnc2c(=O)[nH]c(N)nc21	104	97	71	100	90	110	99	78	105
O=C(Nc1nc2ccc(F)cc2s1)c1cc(-c2ccc(Cl)cc2)n2nc(-c3ccccc3)cc2n1	107	108	90	103	88	100	94	91	98
NS(=O)(=O)c1ccc(CCn2c(-c3ccc(C(=O)O)cc3)nc(-c3ccccc3)c2-c2ccccc2)cc1	108	112	97	97	98	107	98	111	105
CCOC(=O)C(Nc1ccccc1)c1ccc(N)cc1 (centres undefined)	102	94	x	99	88	91	95	98	95

Ordered by molecular weight (descending): some entries from above.
SMILES	IGROV1	COLO 205	NCI-H522	NCI-H322M	NCI-H226	NCI-H460	NCI-H23	SK-OV-3	NCI/ADR-RES
O=C(Nc1nc2ccc(F)cc2s1)c1cc(-c2ccc(Cl)cc2)n2nc(-c3ccccc3)cc2n1	107	108	90	103	88	100	94	91	98
O=C(Nc1nc2ccc([N+](=O)[O-])cc2s1)Nc1ccccc1Br	47	55	27	28	38	27	9.9*	64	52
CC(C)Cn1cnc2c(=O)[nH]c(N)nc21	104	97	71	100	90	110	99	78	105

Further entries follow:
SMILES	IGROV1	COLO 205	NCI-H522	NCI-H322M	NCI-H226	NCI-H460	NCI-H23	SK-OV-3	NCI/ADR-RES
COc1ccc(C23N=CC4(CCC(=O)N4c4ccccc4C2O)O3)cc1 (centres undefined)	93	105	98	93	95	104	92	108	101
COc1ccc(-c2oc3c(OC)c4c(c(OC)c3c2CC(=O)NC(C)C)OCO4)cc1	76	95	90	95	90	105	86	89	93
O=C(N/N=C/c1ccc(Cl)cc1Cl)c1ccccc1Nc1cccc(C(F)(F)F)c1	44	109	67	86	50	104	71	97	73
O=C1N(Cc2ccccc2)c2ccccc2[C@@]1(O)c1cc2c(cc1O)OCO2	112	102	87	x	89	x	100	93	105
CC(=O)/C=C/c1cccc2c1C(=O)NC(C)(c1cc3cc(Cl)ccc3oc1=O)N2 (centres undefined)	76	83	76	89	77	89	70	68	78
O=c1[nH]c2c(cc1S(=O)(=O)c1ccccc1)CCCc1ccn(Cc3ccccc3)c1-2	106	116	86	98	96	100	96	105	103
c1ccc(Oc2ncnc3ccccc23)cc1	103	104	84	110	110	109	92	109	96
c1ccc(COCCN2CCCCC2)cc1	107	98	96	x	99	107	99	98	98
CSc1nc2c(c(=O)[nH]1)N=C1c3ccccc3C(=O)C1C(c1ccccc1)N2 (centres undefined)	17	33	82	69	x	12	62	64	38
CCN(CC)CCCC(C)Nc1c(C)cnc2cccc(C)c12 (centres undefined)	97	94	100	94	91	107	102	114	103
CC(C)C(=O)OCCOc1ccc(C(C)(C)C)cc1	104	108	85	101	99	102	103	108	100
O=c1c2ccccc2nnn1Cc1ccco1	114	116	107	104	102	110	112	109	109
C=CC(=O)N[C@@H](/C=C/C(=O)O)Cc1ccc(-c2cc(Cl)cc(Cl)c2)cc1	92	96	67	96	61	86	81	94	83
